MLL CXXC-DNA inh = blocks binding of human MLL CXXC domain to DNA; Q03164; MLL-CXXC / FITC-HOXA9 DNA fluorescence polarization; Potency, µM (series often up to 115 µM), inactives show at the top dose activity change, negative = inhibition, actives largely listed as inhibitors; 0.037% of 290,000 active; AID 2662; active = well fitted inhibition curve with a large enough effect in the polarisation, with a control signal flat, not every such curve was filed as active; inconclusive = small, poorly fitted or top-dose-only effect, or effect the other way, or a change in a side signal; inactive = no such curve, though single readings can be large or run the other way; the % refers to the polarisation; also: potency is read from the fitted curve at half-maximal effect
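Steps: dispense CXXC domain solution (7 uM) → pin compounds or unlabeled HOX-A9 DNA control → 5 min ambient → add FLSN-HOX-A9 solution (50 nM) → spin → 30 min ambient → fluorescence polarization. Tris pH 7.5/NaCl/DTT/BSA buffer.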
TSHR antagonist = blocks TSH signaling through the human TSH receptor | P16473 | TSHR-expressing cells, TSH-stimulated cAMP HTRF, 2 h; hits give low values | activity change, negative = inhibition, % at 11.5 µM | 0.2% of 330,000 active | AID 504810;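 active = activity change below a set negative limit, meaning inhibition stronger than a set level, cut at about -70% in these data; inconclusive = activity change between two set negative limits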; also: % is scaled to controls: 0 for no effect and ±100 for the full control effect
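Cell-based HTRF cAMP assay; TSHR cells + compound, TSH EC80 (4nM final), 2 h, 37 deg C. Lysis with anti-cAMP cryptate and cAMP-d2, 30 min RT, read 665/620 nm.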
Tb PFK block = blocks T. brucei phosphofructokinase; T. brucei PFK, ADP-Glo luminescence; 0.17% of 330,000 active; Potency, µM (series often up to 57.5 µM), inactives show top-dose activity, negative = inhibition, hits mostly inhibitors; AID 485367;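 also: potency is read from the fitted curve at half-maximal effect; 0% = uninhibited 1x PFK enzyme wells and -100% = no-enzyme wells; nearly all actives have a fitted effect of over 60% in size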
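Activity is normalized to no-enzyme wells (full inhibition) and 1.25 nM enzyme wells (no inhibition). Reaction: 0.5 mM F6P, 0.1 mM ATP, 45 min RT, ADP-Glo luminescence; concentration-response curves fitted and classed by quality.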
TCR activator = activates T cell receptor signaling; AID 504894; primary human leukocytes, anti-CD3, IL-2 HTRF, 48 h; Potency, µM (top dose mostly 9.22 µM), without a hit: top-dose activation of IL-2 secretion, usual class: activators; 330,000 tested, under 10 active; also: % of control where 0% means no effect
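Readout: HTRF IL-2, Eu-cryptate/d2 antibody pair, 320nm excitation, 665nm emission. Stimulus: a-CD3 beads, no co-stimulation. Cells: primary human leukocytes. Exposure: 48 hr with compound.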
Chronic BCR inh = chronic active BCR signaling inhibition; ABC-DLBCL IkBa-CBG/CBR reporter, luminescence ratio, 4 h; Potency, µM (doses to about 46.1 µM), without a hit: at the highest dose ratio change, negative = lower green/red ratio, usual class: inhibitors; 0.05% of 340,000 active; active = well fitted inhibition curve with a large enough effect in the signal ratio, with a control signal flat, not every such curve was filed as active; inconclusive = small, poorly fitted or top-dose-only effect, or effect the other way, or a change in a side signal; the % refers to the signal ratio;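 also: potency is read from the fitted curve at half-maximal effect; plate controls were basal doxycycline-induced cells for no effect and cells given 10 µM MG132 for full effect; MG132 reads +100%, hits lower the ratio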
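Cell line TMD8 (human ABC DLBCL), stably expressing tet-inducible CBG68-IkBa fusion and CBR; IMDM/0.5% FBS; cpd up to 46 uM; dox induction, 4 h, 37C/5% CO2; dual luminescence; green/red ratio; MG132 control.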
Giardia killer = Giardia lamblia killing; 0.15% of 340,000 active; activity change, % at 7.66 µM, hits read low; AID 540267; Giardia lamblia trophozoite viability; in the data active = activity change below about -80%; inconclusive = between about -30% and that limit;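 also: parasites exposed to compound for two days anaerobically before the ATP read; % is scaled to controls: 0 for no effect and ±100 for the full control effect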
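Trophozoites 100 cells/well + cpd; 48 hrs, 37 deg C, anaerobic. ATPLite 1-Step added, 15-30 min RT, luminescence read (ATP-based viability).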
hERG WT inh = KCNH2 (human, wildtype) channel inhibition | Q12809 | U2OS, BacMam KCNH2, thallium flux FluxOr; hits give low values | activity change, % at 1.84 µM | 0.37% of 340,000 active | AID 720551;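 active = maximum activity change below -70%; inconclusive = maximum activity change between -70% and -50%; inactive = maximum activity change above -50%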; also: % is scaled to controls: 0 for no effect and ±100 for the full control effect
Target sequence (Q12809 whole entry, looked up): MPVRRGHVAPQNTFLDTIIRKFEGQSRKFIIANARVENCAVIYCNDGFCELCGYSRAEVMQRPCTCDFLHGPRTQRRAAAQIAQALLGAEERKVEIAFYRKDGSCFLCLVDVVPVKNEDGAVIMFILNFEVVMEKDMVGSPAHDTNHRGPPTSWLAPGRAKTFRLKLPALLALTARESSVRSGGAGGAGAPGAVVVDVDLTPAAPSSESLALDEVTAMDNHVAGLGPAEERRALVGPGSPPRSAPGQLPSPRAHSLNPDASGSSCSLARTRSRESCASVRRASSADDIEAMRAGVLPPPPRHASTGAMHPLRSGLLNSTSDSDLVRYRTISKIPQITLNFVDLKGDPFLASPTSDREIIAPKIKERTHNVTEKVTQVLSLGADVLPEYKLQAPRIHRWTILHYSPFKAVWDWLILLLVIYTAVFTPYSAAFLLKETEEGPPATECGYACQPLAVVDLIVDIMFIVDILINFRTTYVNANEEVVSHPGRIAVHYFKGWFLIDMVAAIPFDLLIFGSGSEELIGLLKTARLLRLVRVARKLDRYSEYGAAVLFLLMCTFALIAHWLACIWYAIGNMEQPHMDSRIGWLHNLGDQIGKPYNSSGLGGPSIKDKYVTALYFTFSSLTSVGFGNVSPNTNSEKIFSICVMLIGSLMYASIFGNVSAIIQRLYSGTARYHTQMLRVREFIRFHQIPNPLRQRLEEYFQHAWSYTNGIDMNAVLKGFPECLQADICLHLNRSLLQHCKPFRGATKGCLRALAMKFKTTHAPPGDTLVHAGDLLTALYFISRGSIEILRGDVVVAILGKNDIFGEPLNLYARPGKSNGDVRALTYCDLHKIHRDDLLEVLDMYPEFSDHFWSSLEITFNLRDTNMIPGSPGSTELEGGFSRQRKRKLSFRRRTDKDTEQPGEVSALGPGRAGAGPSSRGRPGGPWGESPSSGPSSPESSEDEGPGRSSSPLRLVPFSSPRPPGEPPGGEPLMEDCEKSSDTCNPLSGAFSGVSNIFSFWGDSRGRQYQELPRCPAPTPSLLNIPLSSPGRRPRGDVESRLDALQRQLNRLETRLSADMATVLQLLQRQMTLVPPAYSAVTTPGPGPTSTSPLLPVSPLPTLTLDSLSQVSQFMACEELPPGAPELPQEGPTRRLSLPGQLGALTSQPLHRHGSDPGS
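U2OS cells transduced with wild-type KCNH2 virus are loaded with FluxOr dye for 45 min, and thallium flux is measured in kinetic reads before and after stimulation buffer. Rate constants are normalized to DMSO controls.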
Coupling enz = inhibits coupling enzyme system, counter-screen for aldolase hits; activity change, negative = inhibition, % at 58.2 µM, hits read low; 0.67% of 290,000 active; coupling enzyme system counterscreen, AmpLite Red fluorescence; AID 2472; in the data active = activity change below about -30%; also: % is scaled to controls: 0 for no effect and ±100 for the full control effect
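Fluorescence at 525 nm excitation and 598 nm emission measured inhibition of the coupled detection system without aldolase. Compounds (at 57.5 uM final) were preincubated 10 min at room temperature with coupling enzyme reagent before a 20 min substrate/AmpLite Red step.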
A-T KAP1 phos = candidate therapy for ataxia-telangiectasia | […] A-T fibroblasts, KAP-1 phosphorylation AlphaLISA; neocarzinostatin DNA damage 30 min before lysis | Potency, µM (titrated, usually from 57.5 µM), for inactives: at the top dose activation, usual class: activators | 0.19% of 320,000 active | AID 485349; also: potency is read from the fitted curve at half-maximal effect; % of control where 0% means no effect; nearly all actives have a fitted effect of over 45% in size
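hTERT-immortalized A-T patient fibroblasts ([…]), 500 cells/well in OPTI-MEM, 1% FBS, got compounds for 60 min, then NCS for 30 min at 37C. Lysates were then assayed for phospho-KAP-1 by AlphaLISA (anti-pKAP1 donor, anti-KAP1 acceptor beads), 6 hr at 25C.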
GALK inh = blocks human galactokinase activity | P51570 | Purified GALK, Kinase-Glo residual ATP luminescence | Potency, µM (titrated, usually from 57.5 µM), for inactives: at the top dose activity change, negative = inhibition, hits mostly inhibitors | 0.007% of 270,000 active | AID 1868; also: potency is read from the fitted curve at half-maximal effect; % is scaled to controls: 0 for no effect and ±100 for the full control effect
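Compounds were pin-transferred into ATP buffer (35 uM final), then GALK plus galactose (5 nM, 100 uM final) was added. After 1 h at room temperature, Kinase-Glo Plus was added and luminescence read after 10 min.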
* = called active by the depositor; [ ] = dose if it differs, or a comment. Unless noted, calls follow the shape of the dose curve; as a rule, active = well fitted curve in the direction sought with a large enough effect; inconclusive = small, poorly fitted or top-dose-only effect, or another doubt; inactive = no such curve, though single readings can be large; an effect the other way counts as inactive or inconclusive.

For CCCC(=O)Nc1ccc(NC(=O)c2cccc(OC)c2)cn1 the results were MLL CXXC-DNA inh -3%, TSHR antagonist -1, Tb PFK block -1%, Chronic BCR inh inconclusive, Giardia killer 10, hERG WT inh 4, Coupling enz 0, A-T KAP1 phos -3% and GALK inh 0%.
Screening O=C1OC(c2ccc(Br)cc2)=N/C1=C\c1ccco1 returned MLL CXXC-DNA inh -4%, TSHR antagonist 10, Tb PFK block -12%, TCR activator 0%, Chronic BCR inh inconclusive, Giardia killer -17, hERG WT inh 0, Coupling enz 2, A-T KAP1 phos -3% and GALK inh 10%.
`O=C(COC(=O)c1c[nH]c(=O)[nH]c1=O)Nc1cccc([N+](=O)[O-])c1` gave TSHR antagonist -1, Tb PFK block -3%, Chronic BCR inh 0%, Giardia killer -4, hERG WT inh -7 and A-T KAP1 phos -8%.
`Cc1cccc(NC(=O)C2c3ccccc3C(=O)N3CCc4ccccc4C23)n1` (stereo not drawn) gave MLL CXXC-DNA inh -11%, TSHR antagonist -6, Tb PFK block -5%, TCR activator 6%, Chronic BCR inh 5%, Giardia killer 1, hERG WT inh 10, Coupling enz -6, A-T KAP1 phos 4% and GALK inh -1%.
Screening COc1c(O)cccc1-c1nnn(CCC(=O)OCC(=O)c2ccccc2)n1 returned MLL CXXC-DNA inh 6%, TSHR antagonist -15, Tb PFK block -4%, TCR activator -1%, Chronic BCR inh 16%, Giardia killer 3, hERG WT inh -9, Coupling enz 0, A-T KAP1 phos 2% and GALK inh 7%.
`O=C(CN1CCCC1)Nc1ccc(NC(=O)Nc2ccccc2)cc1` gave MLL CXXC-DNA inh 5%, TSHR antagonist -4, Tb PFK block -3%, TCR activator 0%, Chronic BCR inh -2%, Giardia killer -13, hERG WT inh 1, Coupling enz 1, A-T KAP1 phos -1% and GALK inh -2%.
For COc1ccc(-c2ccc(SCC(=O)NC3CCCC3)nn2)cc1OC the results were MLL CXXC-DNA inh 27%, TSHR antagonist 32, Tb PFK block -2%, TCR activator 0%, Chronic BCR inh -12%, Giardia killer 17, hERG WT inh -4, A-T KAP1 phos inconclusive and GALK inh -10%.
CCc1nnc(NC(=O)CSc2nc(C)nc3c2c(=O)n(C)c(=O)n3C)s1 was read as MLL CXXC-DNA inh 7%, TSHR antagonist 27, Tb PFK block -6%, TCR activator 8%, Chronic BCR inh -1%, Giardia killer 5, hERG WT inh 1, Coupling enz 2, A-T KAP1 phos 2% and GALK inh 4%.
For CC(C)(C)NC(=O)CSc1ncccc1-c1nc2ccccc2[nH]1 the results were MLL CXXC-DNA inh 3%, TSHR antagonist 0, Tb PFK block -1%, TCR activator -4%, Chronic BCR inh inconclusive, Giardia killer 4, hERG WT inh -3, Coupling enz -1, A-T KAP1 phos 2% and GALK inh 0%.
`Cc1cccc(NC(=S)NCCc2ccccc2)n1` gave MLL CXXC-DNA inh -2%, TSHR antagonist -7, Tb PFK block 2%, TCR activator 6%, Chronic BCR inh inconclusive, Giardia killer 22, hERG WT inh -1, Coupling enz -16, A-T KAP1 phos 2% and GALK inh 0%.
`COc1ccc(S(=O)(=O)N2CCCC(C(=O)Nc3cccnc3)C2)cc1Cl` (stereo not drawn) gave MLL CXXC-DNA inh -5%, TSHR antagonist -6, Tb PFK block 1%, TCR activator -3%[46.1 µM], Chronic BCR inh -11%, Giardia killer -18, hERG WT inh 12, Coupling enz -6, A-T KAP1 phos 4% and GALK inh -4%.
For Cc1cc(N/C=C(\C#N)S(=O)(=O)c2ccccc2Cl)nc(C)n1 the results were MLL CXXC-DNA inh 3%, TSHR antagonist -1, Tb PFK block 2%, TCR activator 3%, Chronic BCR inh -9%, Giardia killer -4, hERG WT inh 7, Coupling enz 6, A-T KAP1 phos 3% and GALK inh 5%.
For Cc1ccc(-n2ncc(C(=O)Nc3cc(Cl)ccc3Cl)c2C2CCNCC2)cc1 the results were MLL CXXC-DNA inh -2%, TSHR antagonist 19, Tb PFK block -4%, TCR activator 0%, Chronic BCR inh inconclusive, Giardia killer -1, hERG WT inh 10, Coupling enz 2, A-T KAP1 phos 0% and GALK inh 1%.
For CCCCc1nnc(NC(=O)C2CCN(c3ncnc4sc(C)c(C)c34)CC2)s1 the results were TSHR antagonist 25, Tb PFK block 1%, TCR activator -1%, Chronic BCR inh -1%, Giardia killer -9, hERG WT inh -2 and A-T KAP1 phos 5%.
COc1ccc(-n2nnnc2SC(C)C(N)=O)cc1 (stereo not drawn) was read as MLL CXXC-DNA inh 13%, TSHR antagonist 7, Tb PFK block -1%, Chronic BCR inh 1%, Giardia killer 13, hERG WT inh 4, Coupling enz 2, A-T KAP1 phos 6% and GALK inh 1%.
CCOC(=O)c1[nH]c2ccc(C)cc2c1N=CN(CC)CC was read as MLL CXXC-DNA inh 31%[activator], TSHR antagonist 2, Tb PFK block -2%, TCR activator -16%, Chronic BCR inh 1%, Giardia killer -7, hERG WT inh 16, Coupling enz 4, A-T KAP1 phos -12% and GALK inh 17%.
Cc1ccc(-c2nn(-c3ccccc3)cc2C(=O)NCC(c2cccs2)N2CCOCC2)cc1 (stereo not drawn) was read as TSHR antagonist -2, Tb PFK block 9%, TCR activator 1%, Chronic BCR inh inconclusive, Giardia killer 12, hERG WT inh -4 and A-T KAP1 phos 2%.
`COCCN1C(=O)N(c2cccc(OC)c2)C(=O)C1CC(=O)Nc1ccc(OC)cc1` (stereo not drawn) gave MLL CXXC-DNA inh -4%, TSHR antagonist 27, Tb PFK block 2%, TCR activator -25%, Chronic BCR inh 2%, Giardia killer -21, hERG WT inh 0, Coupling enz 1, A-T KAP1 phos 3% and GALK inh -5%.
O=C(CCN1C(=O)c2cccc3cccc(c23)C1=O)Nc1ccccc1 was read as MLL CXXC-DNA inh 8%, TSHR antagonist -6, Tb PFK block -1%, TCR activator 15%, Chronic BCR inh -14%, Giardia killer -25, hERG WT inh 0, Coupling enz 2, A-T KAP1 phos 4% and GALK inh -2%.
For O=[N+]([O-])c1ccccc1SNc1ccc(Br)cn1 the results were MLL CXXC-DNA inh -2%, TSHR antagonist -2, Tb PFK block -7%, TCR activator -7%, Chronic BCR inh -3%, Giardia killer -5, hERG WT inh 6, Coupling enz 6, A-T KAP1 phos 23% and GALK inh 6%.
Cc1cc(=O)oc2cc(OCC(=O)NCCCN3CCOCC3)c(Cl)cc12 was read as MLL CXXC-DNA inh 3%, TSHR antagonist 8, Tb PFK block 0%, TCR activator 10%, Chronic BCR inh -9%, Giardia killer 26, hERG WT inh -5, Coupling enz 0, A-T KAP1 phos -8% and GALK inh 0%.
Screening COc1ccccc1N(CC(=O)Nc1cc(C)on1)S(=O)(=O)c1cccc(C(F)(F)F)c1 returned TSHR antagonist -11, Tb PFK block -12%, TCR activator 2%, Chronic BCR inh 11%, Giardia killer -19, hERG WT inh 0 and A-T KAP1 phos 0%.
CCOC(=O)C1(CC2CC2)CCN(S(=O)(=O)/C=C/c2ccccc2)CC1 was read as MLL CXXC-DNA inh 3%, TSHR antagonist 1, Tb PFK block -4%, TCR activator 10%, Chronic BCR inh 6%, Giardia killer -3, hERG WT inh -3, Coupling enz 3, A-T KAP1 phos 4% and GALK inh 5%.
CCOC(=O)C1CCN(c2nc3ccccc3nc2C(C#N)C(=O)OC(C)COC)CC1 (stereo not drawn) was read as MLL CXXC-DNA inh -2%, TSHR antagonist -2, Tb PFK block 4%, TCR activator -3%, Chronic BCR inh inconclusive, Giardia killer 1, hERG WT inh -5, Coupling enz -3, A-T KAP1 phos -1% and GALK inh 0%.
O=C(NCc1ccco1)c1ccc2c(=O)n(-c3ccccc3)c(=O)n(Cc3cccc(F)c3)c2c1 was read as MLL CXXC-DNA inh 7%, TSHR antagonist -1, Tb PFK block -5%, Chronic BCR inh 2%, Coupling enz 0 and A-T KAP1 phos 13%.
Screening CC(C)(C)c1ccc(C(=O)N2CCC(C(=O)N3CCCCC3)CC2)cc1 returned MLL CXXC-DNA inh -3%, TSHR antagonist -2, Tb PFK block 1%, TCR activator -6%, Chronic BCR inh 1%, Giardia killer -1, hERG WT inh 2, Coupling enz 1, A-T KAP1 phos 2% and GALK inh -1%.

Two compounds picked at random from the list so far:
Cc1cc(=O)oc2cc(OCC(=O)NCCCN3CCOCC3)c(Cl)cc12 was read as MLL CXXC-DNA inh 3%, TSHR antagonist 8, Tb PFK block 0%, TCR activator 10%, Chronic BCR inh -9%, Giardia killer 26, hERG WT inh -5, Coupling enz 0, A-T KAP1 phos -8% and GALK inh 0%.
Screening CC(C)(C)c1ccc(C(=O)N2CCC(C(=O)N3CCCCC3)CC2)cc1 returned MLL CXXC-DNA inh -3%, TSHR antagonist -2, Tb PFK block 1%, TCR activator -6%, Chronic BCR inh 1%, Giardia killer -1, hERG WT inh 2, Coupling enz 1, A-T KAP1 phos 2% and GALK inh -1%.

Bioassay records (PubChem BioAssay)
